Bioassay records deposited in PubChem BioAssay by several laboratories.
TRPC6 inh – blocks the mouse TRPC6 cation channel; Q61143; HEK293-TRPC6, membrane potential dye, ACh-evoked depolarization; stronger effect = lower value; AID 2553; B-score at 10 µM; 310,000 tested, 1.1% active;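 active = B-score under library mean minus 3 SD, initial fluorescence not abnormally high, positive integrated signal ratio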;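 note: B-score derived from integrated fluorescence ratio over the kinetic read; more negative B-score means stronger inhibition of depolarization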
TRPC6 act – mouse TRPC6 channel activation; HEK293-TRPC6 membrane potential dye fluorescence; stronger effect = higher value; B-score at 10 µM; 310,000 tested, 0.13% active; AID 2550;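 active = B-score of the integrated fluorescence ratio above library mean plus 3 SD, and starting fluorescence ratio within library mean plus 5 SD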;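 note: higher score means more depolarization so channel activation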
TRPC4 PAM – allosteric potentiators of mouse TRPC4 channel; Q9QUQ5; AID 2227; HEK293 TRPC4beta/mu-opioid, DAMGO EC20, Fluo-4 Ca2+ flux; stronger effect = higher value; 310,000 tested, 0.42% active; B-score at 10 µM;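 active = B-score of calcium response area above 5 SD of library B-scores, with initial fluorescence ratio within 5 SD of library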;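 note: B-score of integrated fluorescence ratio over time as area under calcium response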
Target sequence (Q9QUQ5 whole entry, looked up): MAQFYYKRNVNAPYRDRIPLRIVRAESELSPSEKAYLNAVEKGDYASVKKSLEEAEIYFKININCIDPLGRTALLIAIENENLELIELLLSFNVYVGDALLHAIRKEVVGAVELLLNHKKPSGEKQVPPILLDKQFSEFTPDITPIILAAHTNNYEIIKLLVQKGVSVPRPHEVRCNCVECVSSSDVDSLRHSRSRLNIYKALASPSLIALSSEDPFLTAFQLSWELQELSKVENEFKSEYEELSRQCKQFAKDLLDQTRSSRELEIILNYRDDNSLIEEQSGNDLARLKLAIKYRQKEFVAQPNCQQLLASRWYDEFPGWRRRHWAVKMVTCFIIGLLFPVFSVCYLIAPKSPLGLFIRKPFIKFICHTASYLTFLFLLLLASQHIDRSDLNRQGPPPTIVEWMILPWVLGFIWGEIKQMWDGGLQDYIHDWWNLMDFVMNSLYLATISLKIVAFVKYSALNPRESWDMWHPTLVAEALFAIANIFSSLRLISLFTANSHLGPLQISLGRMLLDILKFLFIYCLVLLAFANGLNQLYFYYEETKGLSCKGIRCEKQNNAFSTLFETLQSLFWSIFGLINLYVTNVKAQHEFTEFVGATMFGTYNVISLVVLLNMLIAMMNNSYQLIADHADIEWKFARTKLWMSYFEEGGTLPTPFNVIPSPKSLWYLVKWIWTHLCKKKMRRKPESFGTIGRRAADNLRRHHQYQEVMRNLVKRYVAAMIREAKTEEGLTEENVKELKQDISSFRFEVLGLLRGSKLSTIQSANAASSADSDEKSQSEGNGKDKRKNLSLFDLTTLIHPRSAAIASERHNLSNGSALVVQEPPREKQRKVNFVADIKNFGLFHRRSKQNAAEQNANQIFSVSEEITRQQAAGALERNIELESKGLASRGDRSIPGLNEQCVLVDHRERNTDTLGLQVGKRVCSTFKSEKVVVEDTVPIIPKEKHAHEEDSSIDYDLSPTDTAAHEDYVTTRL
MrgX1 ag – activates human MrgX1 receptor signaling; Q96LB2; MrgX1-HEK293 cells, Fluo-4 calcium fluorescence, agonist mode; stronger effect = higher value; B-score at 10 µM; 310,000 tested, 0.44% active;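 active = calcium response B-score plate-corrected fluorescence ratio at least 3 library SD, with starting fluorescence B-score inside 5 SD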
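Material: MrgX1-expressing HEK293 cells; input: 15,000 cells per well; doses: test compound given as first of three sequential additions; schedule: overnight plating before 1 h dye loading; technique: Fluo-4 NW calcium-flux fluorescence, kinetic read; evaluation: baseline-normalised fluorescence change ratio, B-scored; control set: plate-wise positive and negative controls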
TRPC4 inh – TRPC4 (mouse) channel inhibition. HEK293 TRPC4beta/mu-opioid, DAMGO-evoked Fluo4 calcium flux; stronger effect = lower value. AID 2247. B-score at 10 µM. Q9QUQ5. 300,000 tested, 0.39% active;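 active = B-score over 3 SD under the library average, no early fluorescence shift, positive overall ratio signal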
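Material: HEK293 cells with stable TRPC4beta plus mu-opioid receptor expression / Probe or stimulus: DAMGO in two steps, submaximal then maximal / Compound: single concentration per test compound / Technique: kinetic Fluo4 fluorescence imaging of calcium influx / Read-out: per-well B score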
TRPC4 act – TRPC4 (mouse) channel activation; Q9QUQ5; HEK293 TRPC4beta/mu-opioid, Fluo4 calcium fluorescence; stronger effect = higher value; B-score at 10 µM; 310,000 tested, 0.49% active;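 active = B-score above 5 SD of library B-scores, and initial fluorescence ratio not above library mean plus 5 SD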;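 note: positive B-score marks a calcium rise read as TRPC4 activation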
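Material: TRPC4beta and mu-opioid receptor HEK293 stable cells | Incubation: 45 min room-temperature Fluo4 loading, 110 s read | Detection: Kinetic Fluo4 calcium fluorescence | Measure: Integrated baseline-normalised fluorescence ratio, converted to per-well B score | Benchmarks: Low control buffer alone, high control maximal DAMGO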
HIF activator – HIF pathway transcriptional activation. U2OS HRE-luciferase reporter, luminescence; normalized: DMSO 0%, desferrioxamine 100%. activation, % at 7.5 µM (by protocol). 300,000 tested, 0.32% active;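 active = mean activation of at least 10% of the iron chelator positive control signal, with at least half of replicates also reaching 10%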
PolyA inhibitor – inhibitors of polyadenylation in S. cerevisiae; calls only at 12 µM; S. cerevisiae SKY197-pL101 polyadenylation reporter, beta-gal luminescence; efflux-impaired pdr1/pdr3 knockout yeast; score 100 = 6 SD above DMSO; AID 1875; 300,000 tested, 0.02% active;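 active = lowest replicate activity score at least 50, where 100 means six control SD above control mean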;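 note: yeast exposed to compound for 9 h at 30 °C; higher score means more reporter readthrough which indicates perturbed polyadenylation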
AI-2 QS modul – modulators of Vibrio harveyi AI-2 quorum sensing system | AID 2094 | 300,000 tested, 0.4% active | Vibrio harveyi JMH597 AI-2 luminescence/OD600 ratio, 9 h; stronger effect = lower value; strain lacks LuxN and CqsS sensors; 0 = neutral-control median | activity change, % at 7.5 µM; in the data active = activity change below about -75%, passing the limit was not always enough;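 note: luminescence divided by OD600 gain over 9 h not by final OD600 alone; inactives centre near 13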
MrgX1 allo act – allosterically activates human MrgX1 receptor signaling; MrgX1-HEK293, Fluo-4 calcium flux, FDSS; stronger effect = higher value; B-score at 10 µM; Q96LB2; AID 588675; 310,000 tested, 0.63% active;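 active = plate-corrected calcium response at least 3 library SD above typical, normal starting fluorescence, not activating the receptor alone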;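 note: compound read alongside a low EC10 to EC30 dose of BAM8-22 agonist; peak minus trough fluorescence over baseline measured at the second addition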
MrgX1 antag – antagonists of human MrgX1 receptor. 310,000 tested, 1.3% active. MRGX1-HEK293 calcium flux, Fluo-4, BAM8-22 antagonism; stronger effect = lower value. B-score at 10 µM;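 active = calcium-response B-score plate-corrected more than 3 library SD below zero, starting fluorescence within 5 deviations, no agonist response on first addition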;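 note: peak minus trough fluorescence over baseline after final BAM8-22 challenge near maximal dose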
Starred values were filed as active, the others as inactive; i = inactive; . = no result given. Not all compounds are listed; the hit share may differ from the screen's.

SMILES	TRPC6 inh	TRPC6 act	TRPC4 PAM	MrgX1 ag	TRPC4 inh	TRPC4 act	HIF activator	PolyA inhibitor	AI-2 QS modul	MrgX1 allo act	MrgX1 antag
O=C1C(NS(=O)(=O)c2cccs2)=C(N2CCN(c3cccc(Cl)c3)CC2)C(=O)c2ccccc21	i	i	i	i	i	i	-0.1	i	-2	i	i
O=C(Nc1nc2ccccc2s1)NC1CCCCC1	i	i	i	i	i	i	1.4	i	13	i	i
Cc1cccc(C)c1OCCCN1CCCC1	i	i	14*	i	i	i	-0.1	i	-7	i	i
O=C(CCC(=O)Nc1ccc(F)cc1)N/N=C/c1ccccc1	i	i	i	i	i	i	0.0	i	19	i	i
CCOc1ccc2nc(NC(=O)c3c([N+](=O)[O-])cnn3CC)sc2c1	i	i	i	i	i	i	0.1	i	17	i	i
CCOc1ncccc1C(=O)Nc1ccc(-c2cn3ccsc3n2)cc1	i	i	i	i	i	i	-0.3	i	1	i	i
CCNC(=O)CC1C(=O)N(CC)C(=S)N1NC(=O)c1cccnc1 (stereo not given)	i	i	i	i	i	i	0.5	i	1	i	i
O=C(Nc1ccccc1OCc1ccccc1)c1ccccc1Br	i	i	i	i	i	i	-6.7	i	12	i	i
O=C(CNC(=O)c1ccc(Cl)cc1Cl)OCC(=O)c1ccc2c(c1)OCCO2	i	i	i	i	i	i	2.6	i	31	i	i
NC1=NC[C@H](c2ccccc2)N1CC1CCCCC1	i	i	i	i	i	i	-0.6	i	14	i	i
Cc1ccc(OCc2nnc(SCC(=O)NC3CCCCC3)n2C)cc1	i	i	i	i	.	i	0.1	i	12	i	i
Cc1ccc(C(=O)Cn2c(=N)n(N)c3ccccc32)cc1	i	i	i	i	i	i	-14	i	12	i	i
CCC(C(=O)Nc1ncccn1)(C(F)(F)F)C(F)(F)F	i	i	i	i	i	i	1.6	i	19	i	i
COc1ccc2c(c1)CCc1sc(NC(=O)c3ccco3)nc1-2	i	i	i	i	i	i	2.8	i	3	i	i
C1=C(N2CCOCC2)/C(=C/c2nc3ccccc3[nH]2)CC1	i	i	i	i	i	i	0.2	i	36	i	-5.3*
CCOc1cccc2cc(C(=O)Nc3cc(C)on3)c(=O)oc12	i	i	i	i	i	i	-0.3	i	9	i	i
O=C(O)CSCC(=O)Nc1cccc(C(F)(F)F)c1	i	i	i	i	i	i	0.0	i	18	i	i
CCc1ccc(C(=O)CN2C(=O)C(C)N(c3ccc(C)cc3)C2=O)cc1 (stereo not given)	i	i	i	i	i	i	0.5	i	12	i	i
CCS(=O)(=O)c1nc(S(=O)(=O)c2ccc(Cl)cc2)c(N2CCOCC2)s1	i	i	i	i	i	i	-0.3	i	17	i	i
C=CCn1cnc2c(nnn2-c2ccc(Cl)cc2)c1=O	i	i	i	i	i	i	0.4	i	5	i	i
O=C(Nc1cccc(-c2cnc3ccccc3n2)c1)c1ccc(Cl)cc1	i	i	i	i	i	i	.	i	9	i	i
CCOC(=O)N1CCN(C(=O)COC(=O)c2oc3ccc(OC)cc3c2C)CC1	i	i	i	i	i	i	0.3	i	13	i	i
CC1CN(c2ccc(Cl)cc2)c2nc3c(c(=O)[nH]c(=O)n3C)n2C1 (stereo not given)	i	i	i	.	i	i	-0.5	i	2	.	.
O=C(O)c1ccc(NS(=O)(=O)c2ccc3nnn(O)c3c2)cc1	i	i	i	i	i	i	-0.2	i	15	i	i
COc1ccc(-n2ncc3c(N(C)C4CCCCC4)ncnc32)cc1	i	i	i	i	i	i	-2.0	i	19	i	i
CN(C)S(=O)(=O)Nc1ccc2c(c1)Cc1ccccc1-2	i	i	i	i	i	i	1.7	i	17	i	i
Cc1cc(SCc2cccc(Cl)c2)nc(=O)[nH]1	i	i	i	i	i	i	-0.1	i	69	i	i
CS(=O)(=O)c1ccc(-c2cccc(NC(=O)COc3ccc(Cl)cc3)c2)nn1	i	i	i	i	i	i	0.7	i	10	i	i
Cc1ccc(-c2cc(C(F)(F)F)n3ncc(C(=O)N4CCCCC4c4cccnc4)c3n2)cc1 (stereo not given)	i	i	i	i	i	i	-0.1	i	17	i	i
O=C(Nc1ccccc1F)c1ccn[nH]1	i	i	i	i	i	i	0.4	i	-5	i	i
COc1ccccc1NC(=O)CSc1nnc(CC(=O)Nc2ccccc2C)n1C	i	i	i	i	i	i	-1.6	.	17	i	i
Cc1ccc(C(=O)N2CCOCC2)cc1S(=O)(=O)N1CCCCC1	i	i	i	i	i	i	0.0	i	11	i	i
O=C(/C=C/c1cc([N+](=O)[O-])ccc1OC(F)F)NCc1ccc(F)cc1	i	i	i	i	i	i	-0.2	i	16	i	i
CC(C)N(C(=O)Cn1c(-c2ccccc2Cl)nc2ccccc21)c1ccccc1	i	i	i	i	i	i	.	i	-5	i	i
CC(C)=CC(=O)Nc1ccc(Cl)cc1	i	i	i	i	i	i	2.1	i	-1	i	i
COc1ccc(NC(=O)Nc2ccc(F)c(F)c2)c(OC)c1	i	i	i	i	i	i	0.3	i	-3	i	i
Cc1ccc(C(=O)Nc2cccc(-c3cnc4ccccc4n3)c2)cc1	i	i	i	i	i	i	.	i	29	i	i
Cc1nn(Cc2c(Cl)cccc2Cl)c(C)c1N	i	i	i	i	i	i	0.3	i	12	i	i
Nc1nc(Cl)nc(N(c2ccccc2)c2ccccc2)n1	i	i	i	i	i	i	-0.2	i	26	i	i
CSc1ccccc1Sc1cc(C(=O)O)c2ccccc2n1	i	i	i	i	i	i	-0.1	i	0	i	i
COc1ccc(N2C(=O)/C(=C\c3ccco3)N=C2SCC(=O)NC(C)(C)C)cc1Cl	i	i	i	i	i	i	-10	i	39	i	i
COCCCN1CC(=O)N2C(c3ccc(OC)c(OC)c3)c3[nH]c4ccccc4c3C[C@H]2C1=O (stereo not given in full)	i	i	i	i	i	i	0.8	i	-12	i	i
Cn1c(C(=O)O)ccc1S(=O)(=O)N(Cc1ccccc1)Cc1ccccc1	i	i	i	i	i	i	-0.1	i	8	i	i
CC(=O)Nc1ccccc1NC(=O)c1cccc2ccccc12	i	i	i	i	i	i	-0.4	i	24	i	i
CCOC(=O)CN1N=C(c2ccc(Cl)cc2)CCC1=O	i	i	i	i	i	i	0.9	i	18	i	i
COc1ccc(/C=C/C(=O)Nc2ccc(N3CCOCC3)cc2)cc1	i	i	i	i	i	i	1.1	i	0	i	i
O=C(c1c(F)cccc1F)N(C1CCCCC1)C1CCCCC1	i	i	i	i	i	i	1.5	i	4	i	i
O=C(O)C(=O)Cc1c[nH]c2ccccc12	i	i	i	i	i	i	1.4	i	23	i	i
Cc1c(/C=C2\SC(=O)N(CC(=O)Nc3ccc4c(c3)OCO4)C2=O)c2ccccc2n1C	i	i	i	i	i	i	-0.1	i	12	i	i
CC1=CC(=C(C#N)C#N)C=C(C)N1CCN1CCN(C(=O)Nc2ccc(Cl)c(Cl)c2)CC1	i	i	i	i	i	i	-1.0	i	9	i	i
CC1CN(CC(=O)Nc2ccc(Br)cn2)CC(C)O1 (stereo not given)	i	i	i	i	i	i	-6.4	i	5	i	i
CCn1ncc(Cl)c1C(=O)NC(=S)Nc1ccccc1Br	i	i	i	i	i	i	-0.6	i	35	i	i
CCOc1ccc(Cc2nnc(SCC(N)=O)n2C)cc1	i	i	i	i	i	i	-0.5	i	31	i	i
COc1ccc(Oc2nc(SC)nc3ccsc23)cc1	i	i	i	i	i	i	1.8	i	20	i	i
OCCN1CCN(CCOc2cccc(Cl)c2)CC1	i	i	i	i	i	i	0.9	i	33	i	i
Cc1ccc(SCC(=O)NCc2ccccc2C)cc1	i	i	i	i	i	i	-30	i	40	i	i
CCc1c(C)[nH]c(=S)c(C#N)c1C	i	i	i	i	i	i	0.0	i	17	i	i
O=C(COC(=O)C1CCC1)NCc1ccc(Cl)cc1Cl	i	i	i	i	i	i	0.1	i	0	i	i
COc1ccc(NC(=O)CN(c2ccc(OC)cc2)S(=O)(=O)c2ccc(OC)c(OC)c2)cc1	i	i	i	i	i	i	-1.4	i	-3	i	i
O=C1c2ccccc2-c2onc3ccc(Oc4ccccc4)c1c23	i	i	i	i	i	i	0.3	i	23	i	-7.4*
Next part.
SMILES	TRPC6 inh	TRPC6 act	TRPC4 PAM	MrgX1 ag	TRPC4 inh	TRPC4 act	HIF activator	PolyA inhibitor	AI-2 QS modul	MrgX1 allo act	MrgX1 antag
CC(=O)c1cc2c(cc1N(C(=O)Cn1nnc3ccccc31)C(C(=O)NCCC(C)C)c1cccnc1)OCO2 (stereo not given)	i	i	i	i	i	i	0.0	i	28	i	i
O=C(Cn1c(S(=O)(=O)Cc2ccccc2)nc2ccccc21)N1CCCCC1	i	i	i	i	i	i	-0.5	i	-6	i	i
O=C(NCc1ccc(F)cc1)c1ccc(N2CCOCC2)c([N+](=O)[O-])c1	i	i	i	i	i	i	-0.1	i	16	i	i
Cc1ccc(C(=O)NN=C2CCCC2)cc1C	i	i	i	i	i	i	0.8	i	25	i	i
Cc1cc(C)cc(NC(=S)NC(=O)CCN2C(=O)c3ccccc3C2=O)c1	i	i	i	i	i	i	0.2	i	9	i	i
Cc1nn(-c2ccccn2)c2c1C(=O)CC(C)(C)C2Br (stereo not given)	i	i	i	i	i	i	0.1	i	13	i	i
CCN(CC)c1ccc(S(=O)(=O)N2CCOCC2)cc1NC(=O)COC(=O)/C=C/c1ccc(C)o1	i	i	i	i	i	i	0.1	i	9	i	i
CCOC(=O)C1CCCN(c2cc(C)nc3cc(-c4ccc(Cl)cc4)nn23)C1 (stereo not given)	i	i	i	i	i	i	0.6	i	31	i	i
COc1ccc(C(=O)N/N=C(\Cc2ncc[nH]2)c2ccccc2)cc1	i	i	i	i	i	i	3.9	i	6	i	i

Looked up by structure from the entries so far, 2 records:
SMILES	TRPC6 inh	TRPC6 act	TRPC4 PAM	MrgX1 ag	TRPC4 inh	TRPC4 act	HIF activator	PolyA inhibitor	AI-2 QS modul	MrgX1 allo act	MrgX1 antag
Cc1nn(-c2ccccn2)c2c1C(=O)CC(C)(C)C2Br (stereo not given)	i	i	i	i	i	i	0.1	i	13	i	i
CC(=O)c1cc2c(cc1N(C(=O)Cn1nnc3ccccc31)C(C(=O)NCCC(C)C)c1cccnc1)OCO2 (stereo not given)	i	i	i	i	i	i	0.0	i	28	i	i
